# Compound activity: PubChem BioAssay, National Center for Advancing Translational Sciences (NCATS)
# BLM helicase inh – Bloom syndrome helicase (human) inhibition. hit rate 0.2% among 350,000. Potency, µM (top dose mostly 56.1 µM), for inactives: top-dose activity change, negative = inhibition, usual class: inhibitors. P54132. recombinant BLM DNA unwinding, fluorescence dequenching;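 also: plate controls were vehicle for no effect and no enzyme for full effect; nearly all actives have a fitted effect of over 35% in size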
# BAZ2B block – BAZ2B (human) inhibition; AID 504333; Potency, µM (highest dose often 114 µM), inactives show top-dose activity change, negative = inhibition, usual class: inhibitors; Q9UIF8; AlphaScreen BAZ2B-H3K14Ac peptide displacement; hit rate 4.4% among 360,000; also: % is scaled to controls: 0 for no effect and ±100 for the full control effect; nearly all actives have a fitted effect of over 60% in size
#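 Inhibition is scored as reduced AlphaScreen emission. The BAZ2B/b-H3(5-23)K14Ac complex (50 nM each) in PBS pH 7.4, 0.01% Tween-20 meets compound (up to 110 uM) for 30 min at RT before bead addition.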
# PGK inhibitor – T. brucei PGK inhibition | Potency, µM (series often up to 57.5 µM), without a hit: at the highest dose activity change, negative = inhibition, most hits filed as inhibitors | P07378 | PGK/GAPDH coupled, Kinase-Glo luminescence, 60 min | hit rate 0.043% among 380,000; also: % is scaled to controls: 0 for no effect and ±100 for the full control effect; nearly all actives have a fitted effect of over 60% in size
#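 Recombinant glycosomal PGK reaction used 1,3-bisphosphoglycerate generated in-well by GAPDH (100nM final) in 100mM TEA pH 7.6, 5mM MgCl2, 0.01% Tween-20. After 60 minutes at room temperature, ATP was read by Kinase-Glo Plus luminescence end-point.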
# HP1b binding inh – HP1-beta chromodomain-methylated histone interaction inhibition | Potency, µM (top dose mostly 114 µM), for the others: top-dose activity change, negative = inhibition, usual class: inhibitors | AlphaScreen HP1-beta / biotin-H3K9me3 peptide binding | hit rate 0.56% among 390,000 | P83916; also: nearly all actives have a fitted effect of over 70% in size; inactives centre near 23
# Target sequence (P83916 whole entry, looked up): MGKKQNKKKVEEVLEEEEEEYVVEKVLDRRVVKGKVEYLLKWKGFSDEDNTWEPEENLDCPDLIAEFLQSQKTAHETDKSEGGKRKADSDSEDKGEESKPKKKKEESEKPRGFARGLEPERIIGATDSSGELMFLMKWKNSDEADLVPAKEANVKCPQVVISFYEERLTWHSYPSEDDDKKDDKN
#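 Compound inhibition of the preformed complex between 50 nM HP1-beta and 50 nM biotinylated H3K9me3 peptide was read by AlphaScreen. Buffer was PBS pH 7.4 with 0.01% Tween-20. Incubations ran 30 min at room temperature, with 10 ug/mL donor/acceptor beads.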
# GLS inh – glutaminase GLS (human) inhibition. O94925. GLS enzymatic activity, qHTS titration. Potency, µM (top dose mostly 45.5 µM), for the others: at the highest dose activity change, negative = inhibition, usual class: inhibitors. hit rate 0.21% among 410,000. AID 624170; also: % is scaled to controls: 0 for no effect and ±100 for the full control effect
# Target sequence (O94925 whole entry, looked up): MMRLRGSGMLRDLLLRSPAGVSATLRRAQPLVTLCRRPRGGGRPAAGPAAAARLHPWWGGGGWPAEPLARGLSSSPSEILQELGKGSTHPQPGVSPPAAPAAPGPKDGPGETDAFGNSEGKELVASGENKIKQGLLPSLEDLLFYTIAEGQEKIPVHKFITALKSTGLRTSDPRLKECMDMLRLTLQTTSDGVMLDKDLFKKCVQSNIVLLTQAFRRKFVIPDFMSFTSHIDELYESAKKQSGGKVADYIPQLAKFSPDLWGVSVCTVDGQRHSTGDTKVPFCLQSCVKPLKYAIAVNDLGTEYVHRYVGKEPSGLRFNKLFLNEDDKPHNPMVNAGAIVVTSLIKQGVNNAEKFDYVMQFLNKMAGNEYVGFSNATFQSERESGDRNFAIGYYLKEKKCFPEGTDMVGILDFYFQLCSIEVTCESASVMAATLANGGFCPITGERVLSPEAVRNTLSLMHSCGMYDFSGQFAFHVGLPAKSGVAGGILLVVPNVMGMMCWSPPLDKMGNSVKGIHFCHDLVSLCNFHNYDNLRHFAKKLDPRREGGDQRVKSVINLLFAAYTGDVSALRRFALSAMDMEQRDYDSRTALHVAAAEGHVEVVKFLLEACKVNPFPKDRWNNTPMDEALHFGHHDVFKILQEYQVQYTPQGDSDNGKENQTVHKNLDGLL
#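 Glutamate formation by hKGA was monitored fluorometrically using coupled glutamate oxidase, HRP and Amplex Red. Substrate was added as 1 mM L-glutamine solution; incubation was 30 min at RT after an initial read.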
# G9a block – blocks human histone lysine methyltransferase G9a; Q96KQ7; G9a H3K9 monomethylation, AlphaScreen, 2 h; Potency, µM (series often up to 102 µM), for inactives: top-dose activity, negative = inhibition, most hits filed as inhibitors; hit rate 8.8% among 350,000; AID 504332; also: % is scaled to controls: 0 for no effect and ±100 for the full control effect; nearly all actives have a fitted effect of over 75% in size
#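 AlphaScreen read-out: biotin-H3K9 peptide (500 nM) methylation by 20 nM enzyme with 20 uM SAM, 2 h at room temperature after 15 min compound preincubation; anti-monomethyl H3K9 antibody plus donor/acceptor beads, 10 min dark.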
# Pol iota inh – inhibitors of human DNA polymerase iota; Q9UNA4; Pol iota fluorescent replication assay, 10 min; Potency, µM (highest dose often 115 µM), without a hit: top-dose activity, negative = inhibition, actives largely listed as inhibitors; hit rate 1% among 390,000; AID 588590
#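 Pol iota at 10 nM preincubated 15 min with compounds at room temperature; reaction started with fluorescent substrate, 50 nM final. Fluorescence read kinetically at 0 and 10 min; buffer-only wells as negative control.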
# Pin1 inh – human Pin1 inhibition; Q13526; Pin1 FP peptide displacement, HiFluor488, 10 min; Potency, µM (series often up to 115 µM), without a hit: top-dose activity, negative = inhibition, most hits filed as inhibitors; hit rate 0.009% among 390,000; AID 504891; active = well fitted inhibition curve with a large enough effect in the polarisation, with a control signal flat, not every such curve was filed as active; inconclusive = small, poorly fitted or top-dose-only effect, or effect the other way, or a change in a side signal; inactive = no such curve, though single readings can be large or run the other way; the % refers to the polarisation; also: % is scaled to controls: 0 for no effect and ±100 for the full control effect
# Target sequence (Q13526 whole entry, looked up): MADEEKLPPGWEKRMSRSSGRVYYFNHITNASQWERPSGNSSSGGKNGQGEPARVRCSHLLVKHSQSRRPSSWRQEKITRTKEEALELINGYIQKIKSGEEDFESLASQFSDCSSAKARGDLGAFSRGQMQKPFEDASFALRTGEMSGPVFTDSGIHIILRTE
# JMJD2A Tudor – inhibitors of human JMJD2A Tudor domain; O75164; AlphaScreen JMJD2A-Tudor / H3K4me3 peptide binding; Potency, µM (titrated, usually from 114 µM), without a hit: at the highest dose activity change, negative = inhibition, hits mostly inhibitors; hit rate 4.4% among 390,000; AID 504339; also: % is scaled to controls: 0 for no effect and ±100 for the full control effect; nearly all actives have a fitted effect of over 50% in size
# * marks the source's active call; other numbers are inactive results; i = inactive; ? = inconclusive; / = no result given; & = joins results of further samples; [ ] = remark or other dose. Unless noted, calls follow the shape of the dose curve; as a rule, active = well fitted curve in the direction sought with a large enough effect; inconclusive = small, poorly fitted or top-dose-only effect, or another doubt; inactive = no such curve, though single readings can be large; an effect the other way counts as inactive or inconclusive. Potency is read from the fitted curve at half-maximal effect. Only part of the results is shown (hit frequency here may not be typical).
SMILES,BLM helicase inh,BAZ2B block,PGK inhibitor,HP1b binding inh,GLS inh,G9a block,Pol iota inh,Pin1 inh,JMJD2A Tudor
COc1cc(C2C3=C(Nc4ncnn42)c2ccccc2CC3)cc(OC)c1OC (configuration not stated),0.4%,-3.7%,i,-10.2%,-4.2%,31.6µM*,-97.6%,-10.2%,-23.8%
COc1cc(C2/C(=C(\O)c3ccc4c(c3)CC(C)O4)C(=O)C(=O)N2CCCn2ccnc2)cc(OC)c1OC (configuration not stated),1.9%,?,-6.6%,19.6%,-8.9%,6.5%,3.2%,1.9%,-31.7%
Cc1nc(-c2cccc(NC(=O)c3ccc(Br)o3)c2)cs1,-1.4%,-32.4%,i,22.7%,-4.9%,18.5%,71.4%[activator],-7.9%,-10.3%
Cc1ccc(NC(=O)c2cccs2)cc1,-1.5%,-0.8%,/,16.5%,2.9%,-6.0%[12.7 µM],-14.7%,-2.0%,0.0%
COn1c(-n2nc(C)cc2C)nc2ccccc2c1=O,2.3%,-33.4%,-1.1%,22.9%,4.3%,4.2%[2.33 µM],23.9%,-4.4%,8.6%
CN1CCN(NC(=O)CC(C)(C)C)CC1,2.0%,-0.2%,i,30.5%,-6.1%,0.3%,29.5%,-6.1%,-17.6%
CC(=O)NC(Cc1cccc(C)c1)C(=O)NC1CCN(S(=O)(=O)c2ccccc2)CC1 (configuration not stated),-0.1%,-12.3%,-0.8%,21.9%,2.6%,7.2%,36.4%[activator],-1.9%,3.8%
CCCCCN(C(=O)CCC(=O)OCc1cccc(C(F)(F)F)c1)c1c(N)n(CCCC)c(=O)[nH]c1=O,-6.6%,-10.5%,-5.2%,13.5%,-0.4%,18.8%,20.0%,14.2%,-14.4%
Cc1ccccc1CNC(=O)c1ccc(-n2c(C)cc3c2CCCC3)cc1,-0.2%,-0.9%,-13.0%,17.0%,-13.0%,0.0%[59 µM],4.9%,4.7%,-24.1%
COC1=CC(=O)OC12CCCCC2,-1.3%,9.5%,1.9%,41.3%[activator],0.3%,-0.7%[12.7 µM],10.3%,3.5%,31.7%
CC(=O)C1C(c2ccc3ncccc3c2)NC(=O)NC1(O)C(F)(F)F (configuration not stated),-7.8%,-2.8%,-8.5%,13.7%,-5.1%,-6.6%[59 µM],?,-0.6%,7.8%
CCOC(=O)CNC(=S)n1cnc(N)n1,-0.2%,79.4µM*,i,25.5%,1.5%,6.1%,76.6%[activator],-7.7%,-7.8%
CN(C(=O)COC(=O)CNC(=O)C12CC3CC(CC(C3)C1)C2)c1ccccc1,-1.8%,-8.7%,-1.4%,25.0%,-0.8%,14.9%,23.2%,-0.5%,-4.8%
CC(C)CN1CCC(=O)N(CCOc2ccccc2)CC1,0.7%,0.2%,6.8%,45.6%[activator],21.8%,/,13.0%&29.3%,0.4%,-9.7%
CCC(=O)NC(=S)Nc1ccc(NC(=S)NC(=O)c2ccc(C)cc2)cc1,-6.6%,-6.7%,-2.5%,26.5%,7.3%,?,18.1%,3.4%,-3.9%
Cc1cccc(-c2ccc(NC(=O)C3CCN(CC4CC4)CC3)cc2)c1,-8.8%,-4.8%,-2.1%,22.0%,-1.4%,/,36.4%,-4.9%,-26.9%
CC1CC(C)CN(CC(O)COc2ccc3c(c2)CCC3)C1 (configuration not stated),2.3%,-3.6%,2.9%,19.2%,4.9%,-4.2%[59 µM],4.3%,-3.3%,-15.3%
CCN(CC)CCN1C(=O)C(O)=C(C(=O)c2sc(C)nc2C)C1c1cccnc1 (configuration not stated),-8.8%,1.2%,4.2%,7.1%,14.7%,-28.0%[12.7 µM],11.3%,4.3%,-18.1%
CNCC(=O)N(CC(C)C)c1c(N)n(CC(C)C)c(=O)[nH]c1=O,3.0%,-6.1%,2.9%,25.8%,-14.2%,2.4%,38.8%[activator],0.7%,-3.3%
O=C(c1cccs1)N1CCN(S(=O)(=O)N2CCCCC2)CC1,1.2%,8.2%,i,33.5%,-6.8%,-5.8%[2.33 µM],3.9%,-1.6%,11.5%

# Results in HP1b binding inh (two entries from above):
Compound,HP1b binding inh
CC(=O)NC(Cc1cccc(C)c1)C(=O)NC1CCN(S(=O)(=O)c2ccccc2)CC1 (configuration not stated),21.9%
CN1CCN(NC(=O)CC(C)(C)C)CC1,30.5%

# (more compounds)
SMILES,BLM helicase inh,BAZ2B block,PGK inhibitor,HP1b binding inh,GLS inh,G9a block,Pol iota inh,Pin1 inh,JMJD2A Tudor
Cc1cc(C)cc(NC(=O)CSCc2nc3c(nnn3Cc3ccc(F)cc3)c(=O)[nH]2)c1,/,/,?,9.0%,?,/,44.7µM*,11.3%,-20.4%
Cc1ccc(C)c(N(C)C(=O)Cc2c(C(=O)O)[nH]c3ccc(Cl)cc23)c1,-1.3%,-16.0%,-1.2%,-9.7%,15.3%,-20.2%[59 µM],-14.9%,-4.1%,-19.5%
O=C1C(c2ccncc2)N(CCC2=CCCCC2)C(=O)CN1C1CCCCC1 (configuration not stated),-0.9%,-5.7%,i,41.5%[activator],0.0%,28.0%,6.5%,3.1%,-6.6%
CNC(=O)NCCN1CCCC1=O,-7.1%,6.6%,-1.9%,24.8%,-4.1%,4.1%[59 µM],13.3%,-4.6%,-6.9%
CC(=O)NCc1ccc(C(=O)CSc2nnc(C3CC3)n2C2CC2)cc1,/,-4.5%,1.3%,1.0%,0.7%,?,?,-8.1%,22.4µM*
O=C(O)c1ccc(CN(c2ccccc2)S(=O)(=O)c2ccccc2)cc1,-3.2%,7.0%,2.3%,35.6%,2.5%,-2.3%,0.0%,-4.6%,-4.2%
CCc1nc2ccc(C(=O)N(C)CC(=O)Nc3cccc(F)c3)cc2nc1CC,/,-8.0%,7.0%,23.8%,-0.2%,-9.9%[12.7 µM],6.5%,?,-6.1%
COc1cc(C(=O)NCc2ccncc2)cc(OC)c1OC,-3.6%,-0.1%,0.8%,46.0%[activator],-1.1%,1.9%,52.5%[activator],-2.6%,-12.6%
CC(Oc1ccc(Cl)cc1Cl)C(=O)/C=C/N(C)C (configuration not stated),-2.4%,4.2%,1.0%,27.2%,3.8%,10.9%,18.9%,-4.6%,-3.8%
COc1ccc(O)c(C(=O)c2cnn(C(=O)c3cc(C)oc3C)c2)c1,1.5%,18.0%,-0.2%,47.9%,-0.6%,3.1%,-6.9%,1.1%,-13.8%
CCC(=O)Oc1ccc(C(=O)Nc2ccc3c(c2)OCO3)cc1,-0.4%,-18.4%,-7.0%,29.7%,-6.5%,?,93.3%[activator],?,-5.3%[11.4 µM]
O=C(CSc1nnc(C2CC2)n1Cc1ccccc1)N1CCN(S(=O)(=O)c2ccccc2)CC1,-2.4%,-0.2%,-0.9%,23.9%,21.2%,-5.5%[59 µM],16.1%,-1.4%,-12.1%
COc1cccc(NC(=O)N2CCCC2C(=O)NCC(C)C)c1 (configuration not stated),1.1%,22.9%,i,38.2%,2.2%,31.3%,-7.7%,1.6%,-3.6%
C=CCn1c(N)cc(=O)nc1SCC(=O)N1CCN(c2ccc(F)cc2)CC1,-3.1%,10.1%,/,14.5%,24.0%,13.1%[59 µM],5.3%,0.0%,-5.5%
O=C(CN1CCN(Cc2ccccc2)C1=O)NCc1cccs1,-1.6%,-1.8%,-8.6%,34.0%[activator],0.0%,20.0%,-17.0%,-2.5%,-8.3%
O=C(COc1ccccc1Br)NCc1ccccn1,-3.6%,1.8%,i,42.5%[activator],-10.0%,40.6%[activator],-0.3%,1.6%,-12.7%
O=C(Cc1cccs1)Nc1ccc(F)cc1F,-11.2%,?,-3.5%,0.0%,-1.9%,18.0%,-22.1%,1.5%,-11.8%
COc1ccc(-c2nc(C#N)c(N3CCCCC3)o2)cc1,-2.5%,28.2µM*,-2.7%,56.2µM*,-4.9%,-6.5%[2.33 µM],31.9%[activator],-2.2%,?
O=[N+]([O-])c1ccc(S(=O)(=O)NCC2CC3CCC2C3)cc1 (configuration not stated),-2.3%,-13.6%,/,4.0%,0.0%,-7.7%,3.2%,5.7%,-30.5%
COc1ccccc1N(Cc1cc(=O)[nH]c2ccccc12)C(=O)c1cccc([N+](=O)[O-])c1,-6.6%,?,-8.3%,-20.1%,64.6%[activator],/,-0.7%,-10.3%,-14.7%[11.4 µM]
CC(C)c1ccc(-n2cccc2/C=C2/C(=N)N3C=CSC3=NC2=O)cc1,-6.2%,?,-1.7%,5.9%,1.4%,7.3%,29.0%,?,?

# Compounds listed so far containing an NH in an aromatic ring:
SMILES,BLM helicase inh,BAZ2B block,PGK inhibitor,HP1b binding inh,GLS inh,G9a block,Pol iota inh,Pin1 inh,JMJD2A Tudor
CCCCCN(C(=O)CCC(=O)OCc1cccc(C(F)(F)F)c1)c1c(N)n(CCCC)c(=O)[nH]c1=O,-6.6%,-10.5%,-5.2%,13.5%,-0.4%,18.8%,20.0%,14.2%,-14.4%
CNCC(=O)N(CC(C)C)c1c(N)n(CC(C)C)c(=O)[nH]c1=O,3.0%,-6.1%,2.9%,25.8%,-14.2%,2.4%,38.8%[activator],0.7%,-3.3%
Cc1cc(C)cc(NC(=O)CSCc2nc3c(nnn3Cc3ccc(F)cc3)c(=O)[nH]2)c1,/,/,?,9.0%,?,/,44.7µM*,11.3%,-20.4%
Cc1ccc(C)c(N(C)C(=O)Cc2c(C(=O)O)[nH]c3ccc(Cl)cc23)c1,-1.3%,-16.0%,-1.2%,-9.7%,15.3%,-20.2%[59 µM],-14.9%,-4.1%,-19.5%
COc1ccccc1N(Cc1cc(=O)[nH]c2ccccc12)C(=O)c1cccc([N+](=O)[O-])c1,-6.6%,?,-8.3%,-20.1%,64.6%[activator],/,-0.7%,-10.3%,-14.7%[11.4 µM]
